# From PubChem
# D2 ag: activates the human D2 dopamine receptor; 340,000 compounds, 0.53% hits; P14416; HEK293 T-REx D2 cells, calcium flux agonist mode; activation, % at 2 µM; AID 485358;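 active = activation over 3 SD above normal in the single-dose calcium agonist read, cut at about 30% in these data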; also: 0% is about no effect
#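 Tetracycline-induced HEK293 T-REx cells with force-coupled D2 receptor, plated overnight at 30 C, loaded with no-wash calcium dye. After a 10 s baseline, compound was pin-added and calcium flux read kinetically for 180 s; calcium rises flagged agonists.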
# TRHR PAM: allosterically enhances the human TRH receptor; P34981; 360,000 compounds, 0.66% hits; enhancement, % at 2 µM; TRHR cells, fluo-8 calcium fluorescence, EC20 TRH enhancement; in the data active = enhancement above about 30%; also: 0% is about no effect
#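 TRHR-expressing cells loaded with fluo-8 calcium dye were read kinetically (ex 480/em 530) during compound addition, then stimulated with an EC20 of TRH (10 nM final). Enhancement of the Gq-mediated intracellular calcium response was scored.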
# D2 antag: D2 dopamine receptor (human) antagonism; P14416; HEK293 TREx D2 cells, calcium flux, dopamine EC80; inhibition, % at 10 µM; 340,000 compounds, 2% hits; AID 485344; in the data active = inhibition above about 30%; also: 0% is about no effect
#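 In this primary screen, negative modulation is detected by tracking calcium flux after an EC80 dopamine challenge in inducible HEK293 T-REx D2 cells preexposed to test compound for 180 s.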
# TRHR ag: agonists of human TRH receptor; P34981; TRHR cells, calcium flux fluo-8, FDSS agonist mode; activation, % at 2 µM; 360,000 compounds, 0.18% hits; AID 493084; in the data active = activation above about 30%; also: 0% is about no effect
#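 Agonist-mode FDSS calcium read (Ex 480/Em 530, 1 s cycles) in 1536-well TRHR cells with fluo-8 dye, after 10-cycle baseline and 23 nL compound addition; TRH at EC20 (10 nM final) added afterwards for the enhancer phase.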
# Pin1 inhibitor: human Pin1 inhibition; Q13526; Pin1 FP peptide displacement, HiFluor488, 10 min; Potency, µM (series often up to 115 µM), for inactives: at the highest dose activity, negative = inhibition, hits mostly inhibitors; 390,000 compounds, 0.009% hits; AID 504891; active = well fitted inhibition curve with a large enough effect in the polarisation, with a control signal flat, not every such curve was filed as active; inconclusive = small, poorly fitted or top-dose-only effect, or effect the other way, or a change in a side signal; inactive = no such curve, though single readings can be large or run the other way; the % refers to the polarisation; also: potency is read from the fitted curve at half-maximal effect; % is scaled to controls: 0 for no effect and ±100 for the full control effect
# Target sequence (Q13526 whole entry, looked up): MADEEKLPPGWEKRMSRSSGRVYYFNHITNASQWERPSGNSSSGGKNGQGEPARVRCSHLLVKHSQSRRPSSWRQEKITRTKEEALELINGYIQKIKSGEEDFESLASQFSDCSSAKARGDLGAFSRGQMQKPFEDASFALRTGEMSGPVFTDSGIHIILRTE
# mIDH1 inhibitor: inhibitors of human mutant IDH1 R132H; IDH1-R132H enzyme, NADPH consumption, diaphorase/resazurin fluorescence; O75874; 390,000 compounds, 0.093% hits; Potency, µM (titrated, usually from 76.6 µM), inactives show at the top dose activity change, negative = inhibition, actives largely listed as inhibitors; also: potency is read from the fitted curve at half-maximal effect; % is scaled to controls: 0 for no effect and ±100 for the full control effect; nearly all actives have a fitted effect of over 65% in size
# Target sequence (O75874 whole entry R132H, stated change not applied): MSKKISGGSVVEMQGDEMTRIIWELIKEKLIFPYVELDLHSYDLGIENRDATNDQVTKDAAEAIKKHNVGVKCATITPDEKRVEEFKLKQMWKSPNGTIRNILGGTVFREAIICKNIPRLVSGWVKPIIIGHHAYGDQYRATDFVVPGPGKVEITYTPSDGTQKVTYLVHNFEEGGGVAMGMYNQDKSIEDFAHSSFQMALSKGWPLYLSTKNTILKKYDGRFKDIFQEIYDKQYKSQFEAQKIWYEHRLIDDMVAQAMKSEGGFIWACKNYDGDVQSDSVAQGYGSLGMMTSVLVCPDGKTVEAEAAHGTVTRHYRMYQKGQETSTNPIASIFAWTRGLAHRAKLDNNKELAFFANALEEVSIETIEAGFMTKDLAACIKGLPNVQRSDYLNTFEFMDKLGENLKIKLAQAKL
#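 IDH1-R132H (0.5 ug/mL) preincubated 30 min with compound, then NADPH (0.016 mM) and alpha-KG (2 mM) added; 80 min at RT, pH 7.5. Remaining NADPH coupled via diaphorase/resazurin to fluorescence (540/590 nm); concentration-response curves normalized to no-enzyme control.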
# TrxR1 inh: blocks rat thioredoxin reductase 1; recombinant rTrxR1, NADPH fluorescence consumption, selenite substrate; Potency, µM (titrated, usually from 114 µM), inactives show at the highest dose activity change, negative = inhibition, hits mostly inhibitors; 390,000 compounds, 1% hits; AID 588453; also: potency is read from the fitted curve at half-maximal effect; % is scaled to controls: 0 for no effect and ±100 for the full control effect; nearly all actives have a fitted effect of over 65% in size
# Target sequence (O89049 whole entry, looked up): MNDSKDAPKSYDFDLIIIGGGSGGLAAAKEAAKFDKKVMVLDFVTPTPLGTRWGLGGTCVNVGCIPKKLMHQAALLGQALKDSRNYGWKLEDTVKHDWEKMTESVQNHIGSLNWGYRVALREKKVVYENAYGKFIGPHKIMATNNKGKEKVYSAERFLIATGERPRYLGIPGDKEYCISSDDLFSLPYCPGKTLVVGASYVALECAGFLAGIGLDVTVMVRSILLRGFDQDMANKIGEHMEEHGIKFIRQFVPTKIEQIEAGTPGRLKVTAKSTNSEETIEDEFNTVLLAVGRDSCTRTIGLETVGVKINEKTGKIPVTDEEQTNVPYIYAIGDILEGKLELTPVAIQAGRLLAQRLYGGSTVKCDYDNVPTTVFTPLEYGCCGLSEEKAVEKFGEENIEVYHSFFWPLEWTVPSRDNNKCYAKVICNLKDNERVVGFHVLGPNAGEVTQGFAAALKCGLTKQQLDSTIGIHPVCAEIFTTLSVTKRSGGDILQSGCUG
#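 Rat TrxR1 (90 nM in the dispensed reagent) was pre-reduced with 400 uM NADPH for 5 min at room temperature, then incubated with compound for 15 min. After 400 uM selenite was added, NADPH fluorescence (Ex 340/Em 450 nm) was followed for 8 min.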
# USP1 inh: inhibitors of human USP1/UAF1 deubiquitinase; O94782; recombinant USP1/UAF1, Ub-Rhodamine cleavage fluorescence; Potency, µM (highest dose often 57.1 µM), inactives show at the highest dose activity change, negative = inhibition, actives largely listed as inhibitors; 390,000 compounds, 0.23% hits; AID 743255; also: potency is read from the fitted curve at half-maximal effect; % is scaled to controls: 0 for no effect and ±100 for the full control effect; nearly all actives have a fitted effect of over 60% in size; inactives centre near -12
#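 In this screen, compounds sit with the deubiquitinase complex (1nM) for 15 min at room temperature before Ub-Rho is added at 150nM final. Fluorescence rise is then followed for 6 reads every 60 seconds.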
# TrxR1 substrate: is turned over as a substrate by rat TrxR1 | AID 588456 | 390,000 compounds, 0.01% hits | purified TrxR1 substrate turnover, NADPH consumption readout | O89049 | Potency, µM (top dose mostly 114 µM), for the others: at the highest dose activity change, negative = substrate turnover; also: potency is read from the fitted curve at half-maximal effect; % is scaled to controls: 0 for no effect and ±100 for the full control effect; nearly all actives have a fitted effect of over 50% in size
#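 Rat TrxR1, dispensed at 90 nM, was prereduced with 400 uM NADPH (final) for 5 min at ~22 deg C, then incubated with compound 15 min before 400 uM selenite. A first-read NADPH fluorescence drop versus no-compound background flagged substrates.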
# * marks the source's active call; other numbers are inactive results; ? = inconclusive; / = no result given; [ ] = another dose, or the depositor's remark. Unless noted, calls follow the shape of the dose curve; as a rule, active = well fitted inhibition curve with a large enough effect; inconclusive = small, poorly fitted or top-dose-only effect; inactive = no such curve, though single readings can be large or run the other way.
SMILES,D2 ag,TRHR PAM,D2 antag,TRHR ag,Pin1 inhibitor,mIDH1 inhibitor,TrxR1 inh,USP1 inh,TrxR1 substrate
COc1ccc(CCNC(=O)CCn2c(=O)c3ccccc3n(CC(=O)NCC3CCCO3)c2=O)cc1OC (configuration not stated),0.9,-4,9,0.2,-1%,5%,7%,-14%,0%
O=C(NC1CC1)c1ccc2c(c1)NC(=O)c1ccccc1S2,-0.2,-1,1,0.2,/,/,/,/,/
CCN(C(=O)CSc1nc2ccccc2n1Cc1ccc(C(=O)OC)cc1)c1ccccc1,1.2,-2,/,-1.6,5%,-12%,15%[57.1 µM],-15%,3%[57.1 µM]
O=c1c2c3c(sc2nnn1CCCCOc1ccc(Cl)cc1)CCCC3,-0.2,-1,/,2.8,26%,/,3%,-20%,-3%
CSc1ccc(NC(=O)/C=C/C(=O)O)cc1,/,5,/,-0.2,-6%,8%,?,-7%,-2%[57.1 µM]
Cc1ccc(C(=O)Nc2cc3c(cc2N2CCCC2)n(C)c(=O)c(=O)n3C)cc1,0.1,32*,/,-0.6,-1%,-9%,-4%[57.1 µM],-9%,5%[57.1 µM]
COc1cccc2sc3ccc(NCCC4CCCN4C)cc3c(=O)c12 (configuration not stated),0.7,3,-2,4.8,?,-2%,-7%,-14%,-7%
CCC(=O)Nc1ccc(C(=O)Nc2cccc(OC)c2)cc1,0.8,-3,-3,-1.0,1%,3%,4%[57.1 µM],-14%,7%[57.1 µM]
CCOc1ccc(OCC(=O)Nc2c(C(=O)Nc3ccc(C)cc3)oc3ccccc23)cc1,0.9,2,/,1.1,-2%,-3%,0%,-5%,-6%
FC(F)(F)c1ccccc1/C=N/n1c(COc2ccccc2)n[nH]c1=S,-0.5,3,-12,-0.5,-8%,6%,2%[57.1 µM],-18%,4%[57.1 µM]
CCOc1ccc(C(=O)Nc2c(C(=O)c3ccccc3)oc3ccccc23)cc1,0.6,6,/,32*,?,/,37%[activator],3%,13%
CCc1ccc(CNC(=O)CCc2c(C)nn(-c3ccc(N4CCCCC4)nn3)c2C)cc1,2.4,0,/,-0.2,-8%,-4%,9%[57.1 µM],-15%,1%[57.1 µM]
COc1ccc(/C=N/NC(=O)C(=O)N2CCN(c3ccccc3OC)CC2)cc1,-0.1,-2,-14,0.1,-2%,8%,8%,-19%,6%
Cc1ccc(Cl)cc1NC(=O)Cn1cc2c(n1)CCCCC2,0.6,1,/,-0.4,-1%,-11%,9%,6%,-1%
Cc1c(C(=O)OCC(=O)NCc2ccco2)oc2ccccc12,-0.4,14,-45,0.4,2%,-2%,19%,-28%,1%
CC(=O)Nc1ccc(S(=O)(=O)NCc2cc(=O)n(C)c(=O)n2C)cc1,0.0,-1,-4,0.5,11%,2%,18%,-14%,3%
O=C(Nc1ccc(Br)cc1Cl)NC1CC1,0.9,-8,5,0.4,5%,-1%,10%,-21%,-2%
O=C(CCS(=O)(=O)c1ccc(Br)cc1)N1CCN(Cc2ccccc2)CC1,0.7,1,-6,-0.3,-5%,0%,22%[57.1 µM],-20%,-5%[57.1 µM]
O=Cc1cc([N+](=O)[O-])ccc1N1CCOCC1,-0.2,4,17,0.1,0%,-1%,-19%,-18%,-4%
O=C(Nc1ncc(Cc2ccccc2Cl)s1)c1ccc([N+](=O)[O-])cc1,3.3,9,-14,0.4,3%,-2%,14%,-1%,-1%
O=C(O)[C@H]1CCCC[C@H]1C(=O)Nc1ccc(Nc2ccccc2)cc1,-1.1,0,-6,0.0,-1%,0%,-2%,-4%,5%
CC(C)CC(=O)NNC(=S)Nc1ccc(S(N)(=O)=O)cc1,/,-10,/,0.0,-1%,-1%,-18%[57.1 µM],-2%,7%[57.1 µM]
O=C1N=C(N2CCN(c3ccccc3)CC2)S/C1=C\c1cn[nH]c1-c1ccccc1,0.7,2,15,1.2,24%,5%,-8%,-13%,-5%
O=S(=O)(Nc1ccccn1)c1ccc(Br)cc1,1.1,1,-21,-0.5,?,8%,13%,-17%,15%
Cc1nn2c(=O)cc(COC(=O)c3ccccc3NC(=O)c3ccccc3C)nc2s1,0.5,1,/,-1.4,9%,-6%,-7%[57.1 µM],-18%,-8%[57.1 µM]
CCN1CCN(S(=O)(=O)c2ccc(S(=O)(=O)NC3CC3)cc2)CC1,-0.7,4,-1,-0.4,1%,0%,2%,-8%,-5%
O=C1c2ccccc2C(=O)N1CCCCN(C(=O)c1cccc([N+](=O)[O-])c1)c1ccc(Cl)cc1,0.3,0,-13,1.1,0%,3%,20%,-18%,7%
CCOc1cc(/C=C2\C(=N)N3N=C(S(C)(=O)=O)SC3=NC2=O)ccc1OCCOc1cccc(OC)c1,/,-5,/,-0.2,?,-27%,?,?,-13%
O=S(=O)(NNc1ccc(F)cc1F)c1cccc(Cl)c1,-0.8,2,-21,-0.6,0%,2%,-3%[57.1 µM],-12%,5%[57.1 µM]
CCOC(=O)/C=C/[C@H]1CCc2cccc(Cl)c2O1,/,2,/,0.1,-10%,4%,-8%,11%,-6%

# Quoted from the listing:
# TrxR1 substrate with `O=S(=O)(Nc1ccccn1)c1ccc(Br)cc1` reads 15%
# Pin1 inhibitor with `O=C1c2ccccc2C(=O)N1CCCCN(C(=O)c1cccc([N+](=O)[O-])c1)c1ccc(Cl)cc1` reads 0%

# Continued:
SMILES,D2 ag,TRHR PAM,D2 antag,TRHR ag,Pin1 inhibitor,mIDH1 inhibitor,TrxR1 inh,USP1 inh,TrxR1 substrate
COc1ccc(NC(=O)CCC(=O)c2cccs2)cc1S(=O)(=O)Nc1ccc(Cl)cc1,1.0,-2,7,0.5,?,-4%,4%,-15%,-3%
COc1cccc(-c2noc(Cn3nc(C)c([N+](=O)[O-])c3C)n2)c1,/,/,/,/,-1%,0%,-9%,4%,-9%
C=CCNC(=O)C1CC(=O)N(c2ccc(OCC(=O)Nc3ccc(OC)cc3)cc2)C1 (configuration not stated),0.4,2,-18,0.5,-4%,2%,10%,-12%,8%
O=C(CCCNS(=O)(=O)c1cccs1)N1CCc2ccccc2C1,-0.5,-6,10,-0.4,-1%,5%,-12%,?,-6%
Cc1nnc2c3ccccc3c(-c3ccccc3)nn12,/,/,/,/,2%,1%,15%,?,17%
O=C(O)CN(c1cccc(C(F)(F)F)c1)S(=O)(=O)c1ccccc1,-0.1,-7,4,0.2,-4%,-1%,23%[57.1 µM],-22%,10%[57.1 µM]
O=C(CSc1nc2c(c(=O)[nH]1)CCC2)Nc1cccc(Cl)c1,0.0,0,5,-0.3,-3%,2%,9%,-5%,5%
CCOCCCNC(=O)c1ccc(OC)cc1,0.8,28,2,0.1,-1%,3%,12%[57.1 µM],-7%,11%[57.1 µM]
CCOC(=O)c1ccc(-c2c(C(=O)OCC)oc3cc(O)c(CC)cc3c2=O)o1,-2.5,2,-1,0.1,16%,7%,-4%[57.1 µM],-23%,2%[57.1 µM]
Cc1ccc(/C=N/N=C2/NC(=O)C(CC(=O)Nc3ccccc3)S2)o1 (configuration not stated),/,19,/,-0.3,-4%,16%,6%,-7%,-4%
CCCCCN1CC(O)=C(c2nc3ccccc3[nH]2)C1=N,2.3,-2,39*,-1.0,-4%,3%,6%[57.1 µM],-43%,3%[57.1 µM]
CCN1C(=O)/C(=C\N(C(C)=O)c2ccccc2)OC1=S,-0.9,11,-2,-0.7,-2%,4%,-2%,-9%,2%
COC(=O)C1CCN(Cc2ccc(OCCCN3CCN(c4ccc([N+](=O)[O-])cc4)CC3)cc2)CC1,54*,-5,75*,0.0,1%,9%,13%[57.1 µM],-18%,-16%[57.1 µM]
Nc1c(C(=O)NC2CCCC2)c2nc3ccccc3nc2n1N,0.1,8,-9,3.1,?,2%,-2%[57.1 µM],-16%,-3%
COc1ccc(-n2cc(CN3CCC(OC)CC3)c(-c3cccc(F)c3)n2)cc1,-0.4,-8,16,0.9,-6%,0%,22%,-11%,5%
CC1C(=O)N2CCCc3cc(NC(=O)C(=O)NCCN4CCOCC4)cc1c32 (configuration not stated),-0.4,-5,12,0.5,1%,-1%,0%,3%,-5%
COC(=O)CCCNC(=O)c1ccccn1,0.1,-4,-9,-0.1,?,-4%,22%,-2%,24%[57.1 µM]
N/N=C1\CCCc2nonc21,-0.3,7,-6,1.0,-4%,6%,21%,-23%,5%
CCN(Cc1ccccc1)C(=O)COC(=O)CNC(=O)c1ccc(C)s1,-0.4,9,4,0.4,3%,5%,33%,-18%,6%
CCC1CCCCN1Cc1cc(OC)c(O)c([N+](=O)[O-])c1 (configuration not stated),1.9,5,-7,0.2,3%,-3%,-10%[2.29 µM],-14%,4%[2.29 µM]
Cc1c(C(=O)N2CCOCC2)c(S(=O)(=O)Nc2ccccc2)c(C)n1C,2.1,9,-9,0.1,3%,0%,60%[activator],-18%,45%[activator]
CCC(=O)Nc1ccc(C(=O)NNC(=O)c2cccc(C)c2)cc1,-0.3,-7,10,0.3,-1%,-4%,0%,-2%,-4%
C=CCc1cc(/C=N\NC(=O)CSc2nnc(CCCc3ccc(OC)c(C)c3)o2)cc(OC)c1O,-0.3,-5,24,0.6,4%,-1%,28%[57.1 µM],-5%,12%[57.1 µM]
O=C(c1ccc(NC(=S)NCc2ccco2)cc1)N1CCCCC1,-0.5,-2,12,-0.1,-2%,-3%,4%[57.1 µM],7%,-4%
O=C(NNS(=O)(=O)c1ccc([N+](=O)[O-])cc1)c1ccncc1,0.2,-1,-5,2.1,0%,-14%,-11%,-12%,-11%
CS(=O)(=O)N(CC(=O)N1CCCC1)c1cc(Cl)ccc1Cl,/,0,/,-0.3,2%,-2%,13%,-22%,5%
CCOC(=O)c1ccc(NC(=O)CN(c2ccc(C)cc2)S(=O)(=O)c2ccc(OC)cc2)cc1,-1.6,1,/,-0.9,21%,14%,22%,-14%,9%
COC(=O)/C(=N\OCc1ccc(C#N)cc1)c1c(C)nn(C)c1C,-0.6,-5,4,0.4,-6%,10%,23%,-2%,7%

# This is a subset; the hit share may differ from the screen's.
